Compound activity: PubChem BioAssay, several laboratories
ssDAF-12 act = S. stercoralis DAF-12 activation, primary screen; activation, % at 6.8 µM; 370,000 tested, 1% active; HEK293 ssDAF-12/GRIP1 lit1-tk-luc reporter, luminescence; % of 3 µM dafachronic acid response;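 active = activation above the mean over all tested compounds plus 3 SD, cut at about 0.9% in these data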;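 note: 0% = DMSO-only wells and 100% = 3 µM delta7-dafachronic acid wells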
PLC-beta3 inh = inhibitors of human phospholipase C beta3; Q01970; Purified PLC-beta3, fluorogenic substrate, fluorescence; inhibition, % at 12.2 µM; 370,000 tested, 0.18% active; in the data active = inhibition above about 11%;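 note: 0% = median of compound wells on plate and 100% = full blocker control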
SMARCA2 act = SMARCA2 function activation, primary screen; activation, % at 9.1 µM; MG213 cells, MMTV-luciferase reporter, dexamethasone, overnight; 370,000 tested, 1% active; in the data active = activation above about 7.8%;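 note: 0% = vehicle wells and 100% = reference activator wells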
hgDAF-12 ag = hgDAF-12 agonism, primary luciferase screen; AID 687014; HEK293 GAL4-hgDAF12 UAS-luciferase reporter, agonist luminescence; normalized to butyrate control; activation, % at 6.8 µM; 370,000 tested, 1.8% active;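 active = activation above a cutoff set at the mean of all screened compounds plus 3 SD, cut at about 10% in these data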;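 note: 0% = DMSO wells and 100% = sodium butyrate wells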
DAX1 inh-1 = NR0B1 (DAX1) inhibition; HEK293 Gal4-DAX1 luciferase reporter, luminescence; AID 504766; 340,000 tested, 0.99% active; P51843; inhibition, % at 6.75 µM;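 active = inhibition above the mean over all tested compounds plus 3 SD, cut at about 4.2% in these data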;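 note: 0% = DAX1-transfected cells with DMSO and 100% = empty-vector control cells with DMSO; inhibition shows as a rise in luminescence from relieved DAX1 repression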
ADAM17 inh = inhibitors of human ADAM17; P78536; recombinant ADAM17, EDANS/DABCYL FRET peptide cleavage; inhibition, % at 6.95 µM; 370,000 tested, 0.83% active; AID 720648;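 active = inhibition above the mean of compounds lying between control limits plus 3 SD, set per campaign, cut at about 8.5% in these data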;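 note: 0% = DMSO-only wells as the low control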
DAX1 inh-2 = inhibitors of DAX1 repression of SF-1 activated StAR promoter. HEK293T StAR-luciferase reporter, SF-1/DAX-1 repression relief. inhibition, % at 6.8 µM. 370,000 tested, 1.1% active. AID 652010;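 active = inhibition above the mean over all tested compounds plus 3 SD, cut at about 3.6% in these data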;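 note: 0% = DAX-1 cells with DMSO and 100% = cells lacking DAX-1 with DMSO; higher inhibition means more luminescence from relief of DAX-1 repression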
NR1D1 modulator = Rev-erb alpha (human) modulation; 370,000 tested, 0.79% active; P20393; activity, % at 10 µM; Rev-erbα–FITC-DNA binding, fluorescence polarization, 90 min;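 active = activity above about 14%, limit read from the data; passing the limit was not always enough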;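 note: 0% = DMSO wells with 35 nM protein and 100% = DMSO wells with 750 nM protein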
Target sequence (P20393 whole entry, looked up): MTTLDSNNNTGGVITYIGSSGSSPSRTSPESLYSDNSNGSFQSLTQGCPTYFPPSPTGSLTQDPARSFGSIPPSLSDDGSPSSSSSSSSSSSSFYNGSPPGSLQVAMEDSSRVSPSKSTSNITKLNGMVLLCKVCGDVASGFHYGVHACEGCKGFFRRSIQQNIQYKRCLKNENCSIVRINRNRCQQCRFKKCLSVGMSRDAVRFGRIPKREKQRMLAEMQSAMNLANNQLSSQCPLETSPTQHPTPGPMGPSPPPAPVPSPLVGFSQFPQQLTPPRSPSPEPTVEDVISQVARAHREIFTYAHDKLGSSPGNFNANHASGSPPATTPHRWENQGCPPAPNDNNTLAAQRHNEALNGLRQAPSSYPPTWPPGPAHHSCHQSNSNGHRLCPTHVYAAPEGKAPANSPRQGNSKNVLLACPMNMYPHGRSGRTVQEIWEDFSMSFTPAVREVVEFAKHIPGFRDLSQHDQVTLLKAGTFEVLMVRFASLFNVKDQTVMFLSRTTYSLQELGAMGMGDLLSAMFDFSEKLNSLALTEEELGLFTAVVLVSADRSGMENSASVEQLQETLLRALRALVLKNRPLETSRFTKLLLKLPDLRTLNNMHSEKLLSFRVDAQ
hcDAF-12 act = activators of H. contortus DAF-12 nuclear receptor; HEK293 hcDAF-12 lit1-tk-luc reporter, luminescence; 0% DMSO, 100% Δ7-dafachronic acid; activation, % at 6.8 µM; 370,000 tested, 1.4% active; AID 652067;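 active = activation above the mean of all tested compounds plus 3 SD, cut at about 5.5% in these data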;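 note: 100% = response to 3 µM Δ7-dafachronic acid high control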
MBD2 inh = blocks human MBD2 binding to methylated DNA. Q9UBB5. 370,000 tested, 0.31% active. inhibition, % at 4.4 µM. TR-FRET, MBD2 binding to methylated oligonucleotide; in the data active = inhibition above about 13%
Target sequence (Q9UBB5 whole entry, looked up): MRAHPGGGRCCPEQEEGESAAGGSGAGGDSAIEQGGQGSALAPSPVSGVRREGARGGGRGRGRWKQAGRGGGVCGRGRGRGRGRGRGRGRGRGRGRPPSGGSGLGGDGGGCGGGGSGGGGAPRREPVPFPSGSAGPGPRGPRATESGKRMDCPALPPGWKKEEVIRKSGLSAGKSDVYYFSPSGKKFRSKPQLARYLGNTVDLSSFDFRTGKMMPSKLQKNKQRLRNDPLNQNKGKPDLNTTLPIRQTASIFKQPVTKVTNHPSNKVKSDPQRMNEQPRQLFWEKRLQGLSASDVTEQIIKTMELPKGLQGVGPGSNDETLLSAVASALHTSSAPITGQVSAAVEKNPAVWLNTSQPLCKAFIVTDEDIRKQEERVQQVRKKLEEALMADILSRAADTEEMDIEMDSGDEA
PLC-gamma1 inh = inhibitors of human phospholipase C gamma1; purified PLC-gamma1, fluorogenic substrate, fluorescence; P19174; 370,000 tested, 0.84% active; inhibition, % at 12.2 µM; in the data active = inhibition above about 9.5%
* marks the source's active call; other numbers are inactive results; i = inactive; / = not tested or not shown; & = joins results of further samples.

SMILES	ssDAF-12 act	PLC-beta3 inh	SMARCA2 act	hgDAF-12 ag	DAX1 inh-1	ADAM17 inh	DAX1 inh-2	NR1D1 modulator	hcDAF-12 act	MBD2 inh	PLC-gamma1 inh
Cc1cc(NC(=O)CCCC(=O)N(c2ccccc2)C(C(=O)NC2CCCCC2)c2cccs2)no1 (centres undefined)	-0.8	4	-1	0.8	0.2	0	1.1	-1	0.3	-5	5
O=C(NC1CC1)C1CCCN(C(=O)Nc2ccc(F)cc2)C1 (centres undefined)	-1.0	0	-3	-1.2	0.7	-3	0.4	1	-1.9	4	0
Cc1cc(=O)oc(C)c1C(=O)NCc1cccnc1	-2.0	1	-4	-0.6	0.2	-3	0.1	-6	0.2	3	0
COc1ccc(N(CC(=O)Nc2cc(OC)cc(OC)c2)S(=O)(=O)c2c(C)n[nH]c2C)cc1	-1.7	-4	0	1.7	1.6	2	0.8	-1	-0.4	5	-1
O=C(CNC(=O)N1CC(=O)Nc2ccccc21)Nc1ccc(F)c(Cl)c1	-1.2	-2	0	2.3	0.2	-3	2.4	1	-0.6	4	2
Cc1cc(SCc2ccccc2C)nc(=O)[nH]1	-1.2	-7	0	1.0	-0.3	-2	2.4	5	-0.9	-2	1
CCOCCCN(C(=O)c1snc(C(N)=O)c1N)C(C(=O)NCCC(C)C)c1ccc(Cl)cc1 (centres undefined)	-0.6	-76	1	0.3	-0.3	-37	-0.3	0	-1.9	-1	-53
CC(C)C1Oc2cc3oc(=O)ccc3cc2C1=O (centres undefined)	-1.3	i	-4	-1.1	-0.1	i	-0.2	-5	1.1	-1	i
O=C1OCCN1C(=O)[C@H]1[C@H](c2ccc(F)cc2)C(c2ccccc2)=NN1c1ccccc1	-1.1	-368	-2	0.5	-0.1	-57	-0.6	2	0.5	-1	-262
CSc1ncccc1C(=O)NCc1nnc2ccccn12	-1.2	-3	-4	-2.6	0.1	-3	-0.5	-4	5.1	1	-2
Cc1cc(C)c(C)c(S(=O)(=O)ON2C(=O)c3ccccc3C2=O)c1C	-1.3	-18	4	-0.8	1.6	-47	-0.5	8	-2.5	0	-19
O=C(O)/C(=C\c1ccco1)NC(=O)c1ccccc1	-0.7	-2	1	5.4	2.2	-1	0.1	0	1.5	-2	-3
O=C(CN(Cc1ccco1)C(=O)c1cccc(Cl)c1)Nc1c(Cl)cc(Cl)cc1Cl	-0.4	3	-5	2.7	-0.7	-5	-1.1	3	0.5	1	4
O=Cc1cc(N=Nc2cccc(C(=O)O)c2)ccc1O	-0.4	1	3	6.2	-2.6	-2	0.6	3	2.5	0	14*
O=C(c1sc2cccc(F)c2c1Cl)N1CCN(c2ncccn2)CC1	-0.5	-5	0	0.9	-1.3	0	0.0	-2	3.4	11	-2
COC(=O)Cn1cnc(C(=O)Nc2ccc(C)c(C)c2)n1	-1.1	1	-2	-2.9	0.1	-2	0.3	0	1.4	-3	-1
O=C1CCc2cc(S(=O)(=O)Nc3cccc(Cl)c3)ccc2N1	-0.8	3	5	-3.1	/	2	0.6	-1	-1.5	-3	0
CC(N=Cc1c(O)c2ccccc2oc1=O)C(=O)O (centres undefined)	-1.5	-3	1	11*	-0.2	-4	-0.3	-4	-0.3	-1	-3
COc1ccc(N2CCN(C(=O)CNC(=O)c3ccccc3Cl)CC2)cc1	-1.2	-5	-1	0.3	2.4	-1	0.2	-1	-1.8	-1	0
C1CCc2c(c(N3CCOCC3)nc3sc4c(N5CCOCC5)nnnc4c23)C1	-1.5	1	-7	3.6	0.1	3	0.4	2	0.9	-2	5

Reprinted from the part before: 2 entries, then new ones.
SMILES	ssDAF-12 act	PLC-beta3 inh	SMARCA2 act	hgDAF-12 ag	DAX1 inh-1	ADAM17 inh	DAX1 inh-2	NR1D1 modulator	hcDAF-12 act	MBD2 inh	PLC-gamma1 inh
COc1ccc(N2CCN(C(=O)CNC(=O)c3ccccc3Cl)CC2)cc1	-1.2	-5	-1	0.3	2.4	-1	0.2	-1	-1.8	-1	0
C1CCc2c(c(N3CCOCC3)nc3sc4c(N5CCOCC5)nnnc4c23)C1	-1.5	1	-7	3.6	0.1	3	0.4	2	0.9	-2	5
CNC(=O)CSc1nc2cccnc2n1-c1ccc(F)cc1	-1.4	-7	1	-1.0	-1.2	-6	-0.3	-2	-1.3	2	-3
COc1cc(NC(=O)NCCN2CCN(c3ccccc3)CC2)cc(OC)c1OC	-1.1	-4	-3	1.3	0.7	-3	-0.7	-1	0.5	2	2
Cc1cn(CC(=O)N[C@H](C)c2cccc3ccccc23)c(=O)[nH]c1=O	-1.2	3	-3	1.4	-1.1	-1	-1.7	7	-3.2	3	4
O=C(c1ccc([N+](=O)[O-])o1)N1CCc2ccccc21	-0.2	-4	2	-1.2	0.9	1	-0.9	-1	-0.1	-6	4
Cc1ccc(C)n1-c1nc(=S)[nH][nH]1	0.0	3	-1	-1.2	0.6	-1	0.9	-5	-1.2	2	2
Cc1ccc(CNC(=O)C2(S(=O)(=O)c3ccc(C)cc3)CC2)cc1	-0.9	1	2	-2.3	0.5	0	-0.2	2	-2.1	-4	1
O=C1CS/C(=C\[N+](=O)[O-])N1c1ccc(OC(F)(F)F)cc1	-1.5	-2	-1	1.8	-1.1	3	-1.1	6	0.0	2	-2
O=C(Cn1cc(C(=O)C2CC2)c2ccccc21)Nc1ccccc1Cl	-1.1	-7	-2	-1.6	0.7	-2	-0.1	2	-2.8	9	2
COc1cc(-c2noc(C)c2C(=O)NCc2ccc(C)o2)cc(OC)c1OC	-1.2	-3	1	-0.3	-0.9	1	0.4	-7	1.0	-4	-3
Cc1ccc(-c2nnc(SCc3ccc(C#N)cc3)n2Cc2ccco2)cc1	-1.6	2	-3	-1.9	0.1	-137	-0.5	-5	-2.4	-7	-1
COc1c(/C=N/NC(=O)c2ccccc2O)c(CCN(C)C(C)=O)cc2c1OCO2	-0.4	-22	0	3.1	-0.2	0	0.2	3	-0.6	-1	-19
CN(C)CCNC(=O)c1c(CSc2ccccc2)noc1C(=O)NCc1ccccc1	-1.1	1	-1	1.0	1.8	-6	1.1	0	-1.1	2	-1
COc1ccc(OC)c(NC(=S)N2CCN(Cc3ccccc3)CC2)c1	-1.6	1	1	1.1	-0.7	2	-0.8	-8	0.1	0	2
Cc1ccc(OC(=O)N(C)C[C@@H]2OCc3cn(nn3)CCCC(=O)N([C@@H](C)CO)C[C@H]2C)cc1	-0.4	1	-1	-1.6	0.1	-2	0.5	0	0.6	2	-2
CCCNC(=O)c1cc(-c2ccc(OC)cc2)on1	-0.7	-1	2	9.6	0.7	0	2.4	-1	4.8	4	4
COc1cc(/C=C2\C(=O)ON=C2c2ccccc2)cc(Cl)c1O	-1.6	-15	-2	-0.3	-0.3	-1	0.1	4	-0.3	-6	-7
Cc1ccccc1NC(=O)CNC(=O)N1CC(=O)Nc2ccccc21	-0.5	-1	-5	0.2	0.1	-4	0.0	-3	2.8	4	2
Cc1cc(C)nc(SCC(=O)NN=C2CCCC2)n1	-0.1	-1	2	-1.6	0.8	0	-0.1	1	1.3	0	1
NCC[C@H](O)C(=O)N[C@@H]1C[C@H](N)[C@@H](O[C@H]2O[C@H](CN)[C@@H](O)[C@H](O)[C@H]2O)[C@H](O)[C@H]1O[C@H]1O[C@H](CO)[C@@H](O)[C@H](N)[C@H]1O	-1.5	-1	4	1.7	0.0	-8	1.7	2	-1.0	3	-1
NS(=O)(=O)c1ccc(CCNC(=O)C2CCCN(S(=O)(=O)c3cccnc3)C2)cc1 (centres undefined)	-1.1	0	-2	6.7	2.6	-4	0.8	-1	-1.4	7	2
Cc1nnc(Sc2nc3c(c(=O)n(C)c(=O)n3C)n2Cc2ccccc2Cl)s1	-1.0	0	-1	-0.8	0.7	0	0.4	5	-0.7	-7	0
C=CCNC(=O)C(=O)NCC(c1ccc2c(c1)OCO2)N1CCOCC1 (centres undefined)	-0.6	-5	-2	1.7	0.5	1	-0.4	5	-1.1	-6	0
NC(=O)c1cccc(-c2cccc3nccn23)c1	-1.1	-22	1	-0.4	/	-4	-0.6	1	-0.5	-3	-12
O=C1CC(N2CCN(c3ccccn3)CC2)C(=O)N1c1ccc(F)cc1 (centres undefined)	1.7*	4	-1	0.5	/	2	-0.3	-3	0.0	-3	-3
Cn1c(=O)oc2cc(S(=O)(=O)N3CCN(c4ccccc4F)CC3)ccc21	-0.6	-4	0	4.0	-0.2	-2	1.8	-2	4.1	2	-1
CCC1CCCCN1C(=O)c1ccccc1OC1CCN(S(C)(=O)=O)CC1 (centres undefined)	-1.3	-5	3	0.0	1.9	-1	-0.1	7	0.4	2	-2
COc1cccc(C2=CC(=O)CC(C)(C)C2)c1OC	-1.4	-2	0	3.1	0.1	-4	0.0	13	-0.3	-2	-2
CCCOc1cccc(C(=O)NCCNC(=O)c2ccccn2)c1	-1.1	-3	1	2.6	-0.3	0	-0.3	1	-2.6	2	0
CCCSc1ccc([C@H]2N[C@@](C)(C(=O)OC)[C@H]3C(=O)N(CC)C(=O)[C@@H]23)cc1	-1.8	3	1	-0.2	1.4	-1	0.3	11	-0.3	1	0
CC(C)n1c(C(F)(F)F)nc2cc(C(=O)N3CCCCC3)ccc21	-0.9	-7	-3	5.2	-0.8	-4	0.6	5	-2.0	1	-1
Cc1ccnc(NS(=O)(=O)c2ccc(CC(C)C)cc2)c1	-0.5	-4	-3	-1.4	-0.3	-3	0.0	-1	-0.5	-2	0
O=C(NCCc1ccc(Cl)cc1)C1CCC(=O)N1C1CCCC1 (centres undefined)	-1.8	1	1	-0.2	0.9	-3	0.8	-5	2.1	1	3
CCN(CC)CCOc1ccccc1OC	-0.4	-5	0	0.7	1.4	-3	0.5	1	1.6	0	-1
COC(=O)C1CN(Cc2ccc(Cl)cc2)CCS(=O)(=O)N1Cc1cn(Cc2ccc(Cl)cc2)nn1 (centres undefined)	-1.1	1	1	-3.5	/	2	-0.4	1	-2.4	0	1
CC(C)Cn1c(N)c(C(=O)CSc2nccn2C)c(=O)n(C)c1=O	-0.8	-8	-2	1.0	0.2	2	2.0	-1	0.7	9	-2
Cc1cc(NC(=O)c2cccs2)ccc1NC(=O)Cc1ccccc1	-1.1	3	1	2.0	-1.4	3	-0.2	-3	0.1	0	-3
COc1ccc(OC)c(CN2CCN(C(=O)CNC(=O)c3ccccc3F)CC2)c1	-1.2	3	2	-3.4	0.7	-3	-0.2	-1	-0.8	-1	-1
CCN(CC(=O)NCc1ccc(F)cc1)C(=O)COc1ccc(C)c(C)c1	-1.0	3	-1	-1.6	-1.4	1	-0.5	3	-1.7	3	0
CCOC(=O)C1CCN(C(=O)CCNC(=O)c2ccccc2OC)CC1	-0.4	-4	-1	0.2	0.6	0	1.5	-1	-1.2	1	-1
C=CCOc1ccc(C2=NO[C@@H]3[C@@H]4C[C@@H]([C@H]5C(=O)N(C)C(=O)[C@@H]45)[C@H]23)cc1	-1.4	-1	-3	-3.1	/	1	-0.4	-3	-1.6	-5	6
Cc1ccc(NC(=O)COC(=O)c2ccc3c(c2)OCO3)c(C)c1	-1.2	-9	-3	-0.1	0.5	-6	0.6	2	-2.8	5	-3
O=C(CCNC(=O)Cn1ccc2ccccc2c1=O)NCCN1CCN(c2cccc(Cl)c2)CC1	-1.4	2	-1	-1.7	-0.6	-4	-1.8	-2	-1.9	-2	2
NC(=O)NC1NC(=O)NC1=O (centres undefined)	-1.7	4	1	-0.6	2.5	1	0.1	9&2	-1.6	-4	2

Hits appear at their usual frequency; 7.4% or so of the library scored in one or more.
